Source: PubChem (several laboratories)
TRPC4 PAM = positive allosteric modulators of TRPC4, primary screen, cell-based, mouse TRPC4beta, HEK293 mu-opioid, Fluo-4 calcium. DAMGO EC20, Fluo-4 Ca2+ flux; active compounds read high. B-score at 10 µM. actives 0.42% (n = 310,000);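 active = B-score of calcium response area above 5 SD of library B-scores, with initial fluorescence ratio within 5 SD of library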;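 also: B-score of integrated fluorescence ratio over time as area under calcium response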
TRPC4 block = inhibitors of mouse TRPC4 channel, primary screen, Fluo4 calcium, HEK293 TRPC4beta/mu-opioid cells; B-score at 10 µM; AID 2247, 2010; DAMGO-evoked Fluo4 calcium flux; active compounds read low; Short transient receptor potential channel 4 (Mus musculus), Q9QUQ5; actives 0.39% (n = 300,000);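 active = B-score over 3 SD under the library average, no early fluorescence shift, positive overall ratio signal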
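material = TRPC4beta/mu-opioid receptor HEK293 cell line | probe or stimulus = sequential submaximal and maximal DAMGO stimulation | compound dosing = one concentration per compound | measured by = Fluo4 Ca2+ flux fluorescence | evaluation = integrated fluorescence ratio relative to baseline, converted to per-well B score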
TRPC4 act = activators of mouse TRPC4 channel, primary screen, Fluo4 calcium, HEK293 TRPC4beta/mu-opioid cells | Short transient receptor potential channel 4 (Mus musculus), Q9QUQ5 | Fluo4 calcium fluorescence; active compounds read high | B-score at 10 µM | actives 0.49% (n = 310,000) | AID 2237, 2010;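 active = B-score above 5 SD of library B-scores, and initial fluorescence ratio not above library mean plus 5 SD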;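 also: positive B-score marks a calcium rise read as TRPC4 activation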
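Technique: kinetic Fluo4 calcium fluorescence; Test system: TRPC4beta and mu-opioid receptor HEK293 stable cells; Measure: B-scored integrated calcium fluorescence ratio; Benchmarks: low control buffer alone, high control maximal DAMGO; Schedule: 45 min room-temperature Fluo4 loading, 110 s read.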
KLF5 inhibitor = KLF5 expression inhibitors, primary screen, DLD-1 cells, luminescence | actives 0.23% (n = 290,000) | inhibition, % at 5 µM | DLD-1 KLF5 promoter-luciferase reporter;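 active = inhibition above a per-plate limit of that plate's mean compound inhibition plus 3 SD, cut at about 60% in these data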;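 also: 0% = DMSO wells and 100% = LY294002 at 200 µM; higher means less KLF5 promoter-driven luciferase light; inactives centre near -14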
TRPC6 inhibitor = mouse TRPC6 channel inhibitors, primary screen, cell-based, HEK293, membrane potential dye; Short transient receptor potential channel 6 (Mus musculus), Q61143; ACh-evoked depolarization; active compounds read low; B-score at 10 µM; actives 1.1% (n = 310,000); AID 2553, 2010;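 active = B-score under library mean minus 3 SD, initial fluorescence not abnormally high, positive integrated signal ratio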;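 also: B-score derived from integrated fluorescence ratio over the kinetic read; more negative B-score means stronger inhibition of depolarization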
Target sequence (Q61143 whole entry, looked up): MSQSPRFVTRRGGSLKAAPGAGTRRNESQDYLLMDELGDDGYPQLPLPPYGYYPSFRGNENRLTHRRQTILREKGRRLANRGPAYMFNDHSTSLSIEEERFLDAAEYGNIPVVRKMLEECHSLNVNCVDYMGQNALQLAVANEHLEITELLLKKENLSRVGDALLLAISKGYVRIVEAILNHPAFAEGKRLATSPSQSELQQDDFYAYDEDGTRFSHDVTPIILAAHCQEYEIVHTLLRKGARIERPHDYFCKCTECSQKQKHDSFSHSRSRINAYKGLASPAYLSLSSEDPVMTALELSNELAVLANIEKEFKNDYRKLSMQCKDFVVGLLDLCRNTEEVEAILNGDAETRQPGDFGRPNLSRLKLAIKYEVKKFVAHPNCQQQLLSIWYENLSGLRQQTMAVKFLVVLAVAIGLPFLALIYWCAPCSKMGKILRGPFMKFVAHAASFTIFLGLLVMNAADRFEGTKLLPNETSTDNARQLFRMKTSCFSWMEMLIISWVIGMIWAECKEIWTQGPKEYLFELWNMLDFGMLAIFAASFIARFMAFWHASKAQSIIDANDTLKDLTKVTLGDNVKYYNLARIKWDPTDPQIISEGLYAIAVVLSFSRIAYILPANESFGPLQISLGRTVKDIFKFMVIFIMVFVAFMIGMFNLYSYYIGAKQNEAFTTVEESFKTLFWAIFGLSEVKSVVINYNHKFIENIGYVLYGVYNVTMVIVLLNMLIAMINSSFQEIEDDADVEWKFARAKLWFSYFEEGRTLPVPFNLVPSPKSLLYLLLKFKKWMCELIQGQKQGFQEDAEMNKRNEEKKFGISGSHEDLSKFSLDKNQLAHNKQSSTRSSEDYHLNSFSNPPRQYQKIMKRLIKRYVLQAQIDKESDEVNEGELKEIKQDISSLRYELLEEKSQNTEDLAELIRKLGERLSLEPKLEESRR
MrgX1 antag = antagonists of human MrgX1 receptor, primary screen, HEK293 cells, Fluo-4 calcium flux. BAM8-22 antagonism; active compounds read low. B-score at 10 µM. actives 1.3% (n = 310,000). AID 588676, 2011;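 active = calcium-response B-score plate-corrected more than 3 library SD below zero, starting fluorescence within 5 deviations, no agonist response on first addition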;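 also: peak minus trough fluorescence over baseline after final BAM8-22 challenge near maximal dose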
TRPC6 act = mouse TRPC6 channel activators, primary screen, cell-based, HEK293, membrane potential dye; Short transient receptor potential channel 6 (Mus musculus), Q61143; HEK293-TRPC6 membrane potential dye fluorescence; active compounds read high; B-score at 10 µM; actives 0.13% (n = 310,000); AID 2550, 2010;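 active = B-score of the integrated fluorescence ratio above library mean plus 3 SD, and starting fluorescence ratio within library mean plus 5 SD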;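 also: higher score means more depolarization so channel activation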
SKKanGAS inh = S. pyogenes SKKanGAS growth inhibitors in kanamycin, primary screen, streptokinase expression inhibitor project, SKKanGAS strain, BacTiter-Glo luminescence | inhibition, % at 7.5 µM | AID 1662, 2009 | 6 h | actives 1.3% (n = 300,000);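 active = mean replicate score, as percent of positive control median, at least 50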;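 also: strain carries kanamycin resistance gene driven by streptokinase promoter and grows in 40 µg/ml kanamycin; loss of luminescence reflects streptokinase promoter inhibition or plain growth inhibition; 0% = median of DMSO wells and 100% = positive control at its reference dose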
HIF act = HIF pathway transcriptional activators, primary screen, cell-based, U2OS HRE-luciferase, luminescence; actives 0.32% (n = 300,000); activation, % at 7.5 µM (by protocol); U2OS HRE-luciferase reporter; normalized: DMSO 0%, desferrioxamine 100%;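 active = mean activation of at least 10% of the iron chelator positive control signal, with at least half of replicates also reaching 10%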
aSyn UTR inh = MLPCN primary screen, SNCA 5' untranslated region | alpha-synuclein 5'UTR reporter, inhibitor activity | inhibition, % (tested at 7.5 µM) | actives 0.82% (n = 300,000); in the data active = inhibition above about 60%;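 also: H4 neuroglioblastoma cells stably carrying SNCA 5'UTR luciferase fusion; 0% = DMSO wells and 100% = positive control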
IEC-6 cytotox = cytotoxicity in IEC-6 intestinal epithelial cells, primary screen, cytotoxicity control for KLF5 inhibitor project, cell-based, luminescence; IEC-6 cytotoxicity, luminescence viability; inhibition, % at 5 µM; actives 0.78% (n = 290,000); in the data active = inhibition above about 22%;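 also: 0% = plate median of test compound wells and 100% = cytotoxic reference compound wells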
* hit, by the source's call.

Results for CCOC(=O)C1=C(C)NC(=O)NC1c1ccc(F)cc1 (stereo not drawn) ?
TRPC4 PAM: inactive; TRPC4 block: inactive; TRPC4 act: inactive; KLF5 inhibitor: 11.6; TRPC6 inhibitor: inactive; MrgX1 antag: inactive; TRPC6 act: inactive; SKKanGAS inh: -6.1; HIF act: -0.5; aSyn UTR inh: -5.7; IEC-6 cytotox: -2.1

What do the screens show for `COC(=O)c1ccc(C(=O)OC)c(NC(=O)CN2CCC(C)CC2)c1`?
TRPC4 PAM: inactive; TRPC4 block: inactive; TRPC4 act: inactive; KLF5 inhibitor: -2.8; TRPC6 inhibitor: inactive; MrgX1 antag: inactive; TRPC6 act: inactive; SKKanGAS inh: -1.8; HIF act: 0.2; aSyn UTR inh: 14.4; IEC-6 cytotox: 0.9

How did O=C(O)C12CC3CC(C1)CC(n1ncc(NCc4ccco4)c(Cl)c1=O)(C3)C2 do in these assays?
TRPC4 PAM: inactive; TRPC4 block: inactive; TRPC4 act: inactive; KLF5 inhibitor: -17.4; TRPC6 inhibitor: inactive; MrgX1 antag: inactive; TRPC6 act: inactive; SKKanGAS inh: 1.7; HIF act: 0.1; aSyn UTR inh: 9.4; IEC-6 cytotox: -6.9

How did Cn1nc(C2CC2)cc1NC(=O)CC(CC(=O)O)c1ccccc1 (stereo not drawn) do in these assays?
TRPC4 PAM: inactive; TRPC4 block: inactive; TRPC4 act: inactive; KLF5 inhibitor: 3.8; TRPC6 inhibitor: inactive; MrgX1 antag: inactive; TRPC6 act: inactive; SKKanGAS inh: 13.2; HIF act: 0.1; aSyn UTR inh: -24.3; IEC-6 cytotox: -1.3

How did CCOC(=O)Nc1n[nH]c(NC(=O)OCC)c1[N+](=O)[O-] do in these assays?
TRPC4 PAM: inactive; TRPC4 block: inactive; TRPC4 act: inactive; KLF5 inhibitor: -11.7; TRPC6 inhibitor: inactive; MrgX1 antag: inactive; TRPC6 act: inactive; SKKanGAS inh: -8.7; HIF act: -0.6; aSyn UTR inh: -2.4; IEC-6 cytotox: -4.2

What do the screens show for `Cn1c(=O)c2c(SCC(=O)NCC3CCCO3)nc(-c3ccccc3Cl)nc2n(C)c1=O` (stereo not drawn)?
TRPC4 PAM: inactive; TRPC4 block: inactive; TRPC4 act: inactive; KLF5 inhibitor: -10.7; TRPC6 inhibitor: inactive; MrgX1 antag: inactive; TRPC6 act: inactive; SKKanGAS inh: -2.7; HIF act: 0.1; aSyn UTR inh: -18.6; IEC-6 cytotox: 6.7

How did Cc1ccccc1NC(=S)NC(=O)c1cc(-c2ccccc2)nc2ccccc12 do in these assays?
TRPC4 PAM: inactive; TRPC4 block: inactive; TRPC4 act: inactive; KLF5 inhibitor: -33.1; TRPC6 inhibitor: inactive; MrgX1 antag: inactive; TRPC6 act: inactive; SKKanGAS inh: 12.6; HIF act: -0.6; aSyn UTR inh: 9.0; IEC-6 cytotox: -7.0

What do the screens show for `COc1cccc(CNC(=O)CN(C)S(=O)(=O)c2cnc[nH]2)c1`?
TRPC4 PAM: inactive; TRPC4 block: inactive; TRPC4 act: inactive; KLF5 inhibitor: -19.6; TRPC6 inhibitor: inactive; MrgX1 antag: inactive; TRPC6 act: inactive; SKKanGAS inh: -4.8; HIF act: -0.4; aSyn UTR inh: -23.0; IEC-6 cytotox: 1.4

How did CCCC(=O)Nc1cccc(NC(=O)c2ccc3c(c2)OCCO3)c1 do in these assays?
TRPC4 PAM: inactive; TRPC4 block: inactive; TRPC4 act: inactive; KLF5 inhibitor: -24.7; TRPC6 inhibitor: inactive; MrgX1 antag: inactive; TRPC6 act: inactive; SKKanGAS inh: -7.0; HIF act: 1.0; aSyn UTR inh: -33.3; IEC-6 cytotox: -0.8

How did CCC(C(=O)OCC(=O)Nc1c(Cl)cc(Cl)cc1Cl)c1ccccc1 (stereo not drawn) do in these assays?
TRPC4 PAM: inactive; TRPC4 block: inactive; TRPC4 act: inactive; KLF5 inhibitor: 8.7; TRPC6 inhibitor: inactive; MrgX1 antag: inactive; TRPC6 act: inactive; SKKanGAS inh: -8.3; HIF act: -0.5; aSyn UTR inh: -8.3; IEC-6 cytotox: -0.5

Results for O=C(Nc1cc([N+](=O)[O-])ccc1O)c1cccc([N+](=O)[O-])c1 ?
TRPC4 PAM: inactive; TRPC4 block: inactive; TRPC4 act: inactive; KLF5 inhibitor: -61.4; TRPC6 inhibitor: inactive; MrgX1 antag: inactive; TRPC6 act: inactive; SKKanGAS inh: 8.7; HIF act: -0.2; aSyn UTR inh: -96.0; IEC-6 cytotox: -1.9

What do the screens show for `COc1cccc(NC(=O)CCNS(=O)(=O)c2ccc(Br)s2)c1`?
TRPC4 PAM: inactive; TRPC4 block: inactive; TRPC4 act: inactive; KLF5 inhibitor: 14.8; TRPC6 inhibitor: inactive; MrgX1 antag: inactive; TRPC6 act: inactive; SKKanGAS inh: -6.8; HIF act: 0.2; aSyn UTR inh: 7.7; IEC-6 cytotox: 2.2

How did Cc1nn(-c2ccccc2)c(N2CCCC2)c1/C=N/n1cnc2scc(-c3ccccc3)c2c1=O do in these assays?
TRPC4 PAM: inactive; TRPC4 block: inactive; TRPC4 act: inactive; KLF5 inhibitor: -24.9; TRPC6 inhibitor: inactive; MrgX1 antag: inactive; TRPC6 act: inactive; SKKanGAS inh: 32.0; HIF act: 0.1; aSyn UTR inh: 30.3; IEC-6 cytotox: 1.4

What do the screens show for `Cc1cccc(C)c1OCc1cc(C(=O)N2CCNC(=O)C2)no1`?
TRPC4 PAM: inactive; TRPC4 block: inactive; TRPC4 act: inactive; KLF5 inhibitor: -30.8; TRPC6 inhibitor: inactive; MrgX1 antag: inactive; TRPC6 act: inactive; SKKanGAS inh: -2.3; HIF act: -0.3; aSyn UTR inh: -28.4; IEC-6 cytotox: 8.6

What do the screens show for `COc1ccc(C(C(=O)NCc2ccccc2)N(C(=O)c2snc(C(N)=O)c2N)C2CCCC2)cc1` (stereo not drawn)?
TRPC4 PAM: inactive; TRPC4 block: inactive; TRPC4 act: inactive; KLF5 inhibitor: -0.4; TRPC6 inhibitor: inactive; MrgX1 antag: inactive; TRPC6 act: inactive; SKKanGAS inh: -1.2; HIF act: 0.0; aSyn UTR inh: 2.6; IEC-6 cytotox: -5.0

Results for CCCCn1c(SCC(=O)NCCc2ccc(OC)c(OC)c2)nc2c1c(=O)n(C)c(=O)n2C ?
TRPC4 PAM: inactive; TRPC4 block: inactive; TRPC4 act: inactive; KLF5 inhibitor: -5.0; TRPC6 inhibitor: inactive; MrgX1 antag: inactive; TRPC6 act: inactive; SKKanGAS inh: -2.7; HIF act: -0.2; aSyn UTR inh: 24.0; IEC-6 cytotox: -3.7

What do the screens show for `Cc1ccc(C(=O)Nc2ccc(C(=O)O)cc2)cc1S(=O)(=O)NCc1ccccc1`?
TRPC4 PAM: inactive; TRPC4 block: inactive; TRPC4 act: inactive; KLF5 inhibitor: -12.6; TRPC6 inhibitor: inactive; MrgX1 antag: inactive; TRPC6 act: inactive; SKKanGAS inh: 11.0; HIF act: 0.1; aSyn UTR inh: -4.1; IEC-6 cytotox: -3.0

How did Cc1nc(-c2ccc3c(c2)OCCCO3)cs1 do in these assays?
TRPC4 PAM: inactive; TRPC4 block: inactive; TRPC4 act: inactive; KLF5 inhibitor: -103.7; TRPC6 inhibitor: inactive; MrgX1 antag: inactive; TRPC6 act: inactive; SKKanGAS inh: -6.4; HIF act: 1.8; aSyn UTR inh: -100.1; IEC-6 cytotox: 0.1

Results for CCOc1c(C)cnc2c1c(=O)n(Cc1ccccc1F)c(=O)n2C ?
TRPC4 PAM: inactive; TRPC4 block: inactive; TRPC4 act: inactive; KLF5 inhibitor: -12.5; TRPC6 inhibitor: inactive; MrgX1 antag: inactive; TRPC6 act: inactive; SKKanGAS inh: 8.6; aSyn UTR inh: 3.5; IEC-6 cytotox: -1.4

How did Cc1ccsc1S(=O)(=O)N1CCCC(CCC(=O)NCc2ccccc2F)C1 (stereo not drawn) do in these assays?
TRPC4 PAM: inactive; TRPC4 block: inactive; TRPC4 act: inactive; KLF5 inhibitor: -6.8; TRPC6 inhibitor: inactive; MrgX1 antag: inactive; TRPC6 act: inactive; SKKanGAS inh: 2.0; HIF act: 2.3; aSyn UTR inh: 11.5; IEC-6 cytotox: 4.1

Results for COc1ccc2nc(SCC(=O)/C(C#N)=C(\C)N)[nH]c2c1 ?
TRPC4 PAM: inactive; TRPC4 block: inactive; TRPC4 act: inactive; KLF5 inhibitor: -175.6; TRPC6 inhibitor: inactive; MrgX1 antag: inactive; TRPC6 act: inactive; SKKanGAS inh: -19.8; HIF act: 3.1; aSyn UTR inh: -76.0; IEC-6 cytotox: -0.2

How did O=S(=O)(c1ccc(C(F)(F)F)cc1)N1CCN(CCc2ccccc2)CC1 do in these assays?
TRPC4 PAM: inactive; TRPC4 block: inactive; TRPC4 act: inactive; KLF5 inhibitor: -17.0; TRPC6 inhibitor: inactive; MrgX1 antag: inactive; TRPC6 act: inactive; SKKanGAS inh: -7.7; HIF act: -0.7; aSyn UTR inh: -2.0; IEC-6 cytotox: 0.3

Results for O=C(COc1ccc2c3c(c(=O)oc2c1)CCC3)Nc1ccc(CCO)cc1 ?
TRPC4 PAM: inactive; TRPC4 block: inactive; TRPC4 act: inactive; KLF5 inhibitor: -20.0; TRPC6 inhibitor: inactive; MrgX1 antag: inactive; TRPC6 act: inactive; SKKanGAS inh: 3.7; HIF act: 0.1; aSyn UTR inh: -11.6; IEC-6 cytotox: 0.0

What do the screens show for `COc1ccc(S(=O)(=O)NC(N)=NCCc2ccc(OC)c(OC)c2)cc1C`?
TRPC4 PAM: inactive; TRPC4 block: inactive; TRPC4 act: inactive; KLF5 inhibitor: -10.6; TRPC6 inhibitor: inactive; MrgX1 antag: inactive; TRPC6 act: inactive; SKKanGAS inh: 0.5; HIF act: 0.2; aSyn UTR inh: 8.8; IEC-6 cytotox: -1.6

How did CN1N=C(C(=O)N2CCCC(C(=O)c3cccc(C(F)(F)F)c3)C2)CCC1=O (stereo not drawn) do in these assays?
TRPC4 PAM: inactive; TRPC4 block: inactive; TRPC4 act: inactive; KLF5 inhibitor: -2.3; TRPC6 inhibitor: inactive; MrgX1 antag: inactive; TRPC6 act: inactive; SKKanGAS inh: -3.8; HIF act: 0.2; aSyn UTR inh: -0.5; IEC-6 cytotox: -1.3
